# TCR-CD3 inh: blocks the human TCR-CD3 interaction; inhibition, % at 9.4 µM; 0.37% of 360,000 active; AID 651800; TAMRA-labeled TCR probe fluorescence, biochemical; in the data active = inhibition above about 19%;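 note: recombinant mutant TCR 2C K166C tagged with TAMRA read by polarization; 0% = receptor in buffer alone and 100% = receptor with positive control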
# UHRF1 MBD2 ctr: human UHRF1 methylated DNA binding inhibitors | UHRF1 binding to methylated oligo, TR-FRET | inhibition, % at 4.4 µM | 0.75% of 370,000 active; in the data active = inhibition above about 21%;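 note: UHRF1 SRA domain binding a hemimethylated CpG hairpin DNA probe; 0% = median of test compound wells and 100% = reference inhibitor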
# ABHD4 inh: ABHD4 (mouse) inhibition, primary FP screen. 0.54% of 370,000 active. inhibition, % at 8.92 µM. purified mABHD4, FP-Rh probe fluorescence polarization;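 active = inhibition exceeding the mean over every tested compound plus 3 SD, cut at about 30% in these data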;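 note: 0% = plate median of compound wells and 100% = S159A mutant with DMSO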
#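 Doses – 8.92 µM, single dose · Material – wild-type mouse ABHD4 protein · Replication – single well per compound (singlicate) · Measure – percent inhibition of probe binding, normalized to plate controls · Schedule – 45 min compound pre-incubation plus 60 min probe step, 25 °C · Detection – fluorescence polarization with parallel and perpendicular emission, 525/598 nm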
# rCAG binder: molecules binding r(CAG) RNA repeats. r(CAG) RNA repeat, TO-PRO-1 dye displacement fluorescence. 1.3% of 370,000 active. inhibition, % at 3 µM;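 active = inhibition above the plate cutoff, the mean of all test compounds on that plate plus 3 SD, cut at about 35% in these data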;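 note: 0% = DMSO alone and 100% = 100 µM mitoxantrone as full dye displacement; higher means more dye released from RNA so lower well fluorescence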
# HTRA1 inhibitor: inhibitors of human serine peptidase HTRA1; Q92743; recombinant HTRA1, FP-rhodamine activity-based probe, fluorescence polarization; inhibition, % at 5.96 µM; 0.5% of 340,000 active; in the data active = inhibition above about 36%;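 note: 0% = enzyme with DMSO and 100% = wells lacking enzyme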
# NPR2 activator: GC-B (human) receptor activation; P20594; HEK293-GC-B cells, CNP EC30, cGMP TR-FRET; 0% at EC30 CNP, 100% saturating CNP; activation, % at 10 µM; 0.11% of 370,000 active;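 active = activation at 10 µM reaching about 35% in either raw or pattern-adjusted values, limit read from the data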
# SIAE inh: blocks human sialic acid acetylesterase; Q9HAT2; SIAE FP-Rh probe binding, fluorescence polarization; AID 1053197; 0.69% of 370,000 active; inhibition, % at 9.66 µM;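 active = inhibition above a cutoff: mean of compounds within the control limits plus 3 SD of those, cut at about 17% in these data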;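 note: 0% = plate median of compound wells and 100% = probe without SIAE protein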
# GC-A act: GC-A (human) enzyme activation; activation, % at 10 µM; HEK293 GC-A cells, cGMP TR-FRET, EC30 ANP; 0% at EC30 ANP, 100% saturating ANP; 0.14% of 370,000 active; AID 1671463; P16066; in the data active = activation above about 40%
# PRMT1 FP inh: blocks human protein arginine methyltransferase 1; recombinant PRMT1, activity-based probe fluorescence polarization; Q99873; 1.3% of 370,000 active; inhibition, % at 2.79 µM;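 active = inhibition above about 21% made by adding two undisclosed values, limit read from the data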
# Target sequence (Q99873 whole entry, looked up): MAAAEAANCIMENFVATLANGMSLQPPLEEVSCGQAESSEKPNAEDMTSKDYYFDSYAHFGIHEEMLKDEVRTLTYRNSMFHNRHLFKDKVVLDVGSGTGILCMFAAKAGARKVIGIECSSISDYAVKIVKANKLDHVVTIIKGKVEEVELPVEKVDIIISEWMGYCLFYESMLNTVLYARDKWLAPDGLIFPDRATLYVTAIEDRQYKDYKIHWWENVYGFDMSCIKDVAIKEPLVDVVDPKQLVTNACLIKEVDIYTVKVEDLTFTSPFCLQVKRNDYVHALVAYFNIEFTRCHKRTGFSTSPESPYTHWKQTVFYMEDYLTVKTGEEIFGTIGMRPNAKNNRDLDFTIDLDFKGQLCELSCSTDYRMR
# MBD2 inh: MBD2-methylated oligo binding inhibition | Q9UBB5 | TR-FRET, MBD2 binding to methylated oligonucleotide | inhibition, % at 4.4 µM | 0.31% of 370,000 active | AID 686964; in the data active = inhibition above about 13%
# Target sequence (Q9UBB5 whole entry, looked up): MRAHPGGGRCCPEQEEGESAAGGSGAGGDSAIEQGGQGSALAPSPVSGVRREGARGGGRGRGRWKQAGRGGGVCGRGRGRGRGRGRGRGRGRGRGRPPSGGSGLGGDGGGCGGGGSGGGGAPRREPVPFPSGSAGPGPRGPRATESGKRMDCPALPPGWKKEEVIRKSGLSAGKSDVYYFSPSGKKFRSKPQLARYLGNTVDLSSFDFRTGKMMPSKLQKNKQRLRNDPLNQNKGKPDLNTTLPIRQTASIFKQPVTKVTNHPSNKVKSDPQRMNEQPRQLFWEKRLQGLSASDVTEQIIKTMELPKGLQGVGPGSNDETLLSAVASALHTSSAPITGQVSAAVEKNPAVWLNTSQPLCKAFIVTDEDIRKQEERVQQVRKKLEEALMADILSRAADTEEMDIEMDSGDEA
# * = called active by the depositor; x = no result given.
# Each structure is followed by: GC-A act, TCR-CD3 inh, SIAE inh, NPR2 activator, PRMT1 FP inh, HTRA1 inhibitor, MBD2 inh, rCAG binder, UHRF1 MBD2 ctr, ABHD4 inh
Cc1c(-c2ccccn2)c(=O)[nH]n1-c1ccc(F)cc1
  -6.7, -0.6, 5.3, -5.9, -1.8, 3.4, 0.5, 5.2, -1.1, -5.0
COC(=O)Cc1cc(=O)[nH]c(Nc2nc3ccccc3o2)n1
  9.8, -0.5, -11.9, -7.9, -4.0, 7.5, -2.9, 15.7, -3.8, -25.6
Cc1cc(NC(=O)CN2CCC(O)(c3cccc(F)c3)CC2)no1
  0.7, 6.7, 5.0, 1.2, -1.7, -1.5, -2.4, -1.2, -3.6, -1.2
Cc1cccc(N2N=C(C(=O)N3Cc4ccccc4CC3C(N)=O)CCC2=O)c1 (stereo unspecified)
  -5.4, 4.3, 8.6, 4.3, -1.4, -4.9, -3.5, 1.6, -1.2, -4.8
Cn1c(SCC(=O)NCc2ccc3c(c2)OCO3)nc2scc(-c3cccs3)c2c1=O
  x, 9.1, -2.4, x, -0.2, -1.5, -1.9, 4.3, -1.5, 13.3
COc1cccc(OC)c1OCCCN1CCOCC1
  1.7, 4.0, 3.3, -4.7, -4.8, 1.3, 3.2, -0.5, -2.7, 3.6
CC(=O)C1=C(C)Nc2ncnn2C1c1ccccc1F (stereo unspecified)
  1.1, 2.6, 0.1, 5.2, -5.0, -0.2, -3.2, 2.6, -0.1, 2.7
COc1ccc(CCNC(=O)C(=O)NCC2OCCN2S(=O)(=O)c2ccc(Br)cc2)cc1OC (stereo unspecified)
  2.4, 1.6, 7.5, 1.3, 2.3, 1.2, 4.6, 1.3, 0.5, -3.9
COc1cccc(N2CC(NC(=O)c3ccc4ccccc4c3)CC2=O)c1 (stereo unspecified)
  2.4, 0.7, 12.3, -0.6, -0.4, -14.3, -4.5, -1.5, -0.6, -2.1
O=C(O)c1cc(-c2cccs2)nc2ccc(F)cc12
  2.7, 2.0, -0.2, 0.5, 0.7, 3.5, 2.8, -0.8, 4.3, -8.1
N#Cc1ccccc1OCCCNC1CCCC1
  2.5, 4.1, 6.2, -4.8, -1.0, 7.7, 0.5, -1.6, 1.1, 0.7
Cc1ccc(-c2nnc(-n3nnc4ccccc43)c3ccccc23)cc1
  -5.7, 5.7, 1.9, -11.4, -0.5, 0.2, 1.3, -0.4, -0.3, -1.8
CCCCNS(=O)(=O)/C=C/c1ccc(OC)cc1CNC(=O)OC(C)(C)C
  -4.5, x, 0.2, 3.6, -0.2, x, 6.4, 0.2, 1.3, -5.5
CC(=O)c1ccc(OCCCC(=O)Nc2ccc(C)c(S(=O)(=O)N(C)C)c2)cc1
  -5.4, -3.1, 1.2, -3.9, 1.6, 2.6, -0.7, 0.2, 1.1, -1.0
O=C(CSc1nnc(Cc2cccs2)n1-c1ccccc1)NCc1ccc2c(c1)OCO2
  -12.0, 7.9, -0.6, -5.1, 1.6, -3.2, -3.6, -4.5, -0.7, 6.1
CCCCn1nnnc1C(c1cc2ccccc2o1)N1CCN(c2ccccc2F)CC1 (stereo unspecified)
  1.7, -5.3, 1.7, 3.4, 1.9, x, 1.0, 2.6, -0.1, -3.3
COc1cccc(-c2cc(C(=O)N3CCN(C(=O)c4ccco4)CC3)[nH]n2)c1
  0.2, 6.8, -16.8, 3.0, 0.8, 1.2, -0.2, -0.2, -1.9, -0.8
N=C1/C(=C/c2ccc(OC(=O)c3ccco3)cc2)C(=O)N=C2SC=CN12
  -1.2, -0.5, 11.4, -3.2, 2.1, 1.9, 6.6, 14.3, -3.1, 0.4
CCCNC(=O)C1(C)CCCN(C(=O)c2cc(F)ccc2C)C1 (stereo unspecified)
  -4.0, 5.5, 0.0, 6.5, -6.3, x, -6.1, 0.2, 0.6, 2.8
COc1ccc2c3c1O[C@H]1C[C@@H](O)C=C[C@@]31CCN(C)C2
  2.4, 3.5, 0.3, 6.5, -3.1, 0.4, 5.7, 0.9, 0.5, -6.4
CC1Cc2ccccc2N1C(=O)CSc1nnc(-c2ccc(S(=O)(=O)N3CCOCC3)cc2)n1C (stereo unspecified)
  0.6, 5.1, -9.3, 2.4, -4.2, 1.7, 0.0, -5.7, 0.8, -1.0
Cc1ccn2c(c1)nc(=O)c1cc(S(=O)(=O)N3CCOCC3)ccc12
  3.8, 0.3, 1.2, 0.1, -3.7, 5.6, -0.4, 2.0, 0.9, 2.7
COc1ccccc1NC(=O)c1ccc(CS(=O)(=O)c2ccc(C)cc2)cc1
  -1.2, 5.8, 3.5, -9.2, 1.3, -13.9, 4.0, 0.2, -0.5, 0.2
Cc1ccc(CNc2ncnc3ccc(-c4ccc(CO)o4)cc23)o1
  1.5, 8.1, -0.2, 5.7, 24.7*, x, -2.8, 28.7, -2.4, 9.5
NC(=O)CC(NC(=O)c1ccccc1)c1ccc(NC2CCC2)c([N+](=O)[O-])c1 (stereo unspecified)
  -2.0, 6.4, 9.6, 4.0, -2.8, 6.3, -8.0, 7.3, -11.2, 3.2
O=C(CC1CS(=O)(=O)CC1CC(=O)Oc1ccccc1F)Oc1ccccc1F (stereo unspecified)
  6.8, 4.1, 1.8, -1.4, 2.0, -1.4, -0.6, -5.2, 1.9, 5.8
CCN1C(=O)C(CC(=O)Nc2ccc(OC)cc2)N(Cc2ccc3c(c2)OCO3)C1=S (stereo unspecified)
  1.5, 0.4, -3.6, 3.5, 0.8, -10.1, -1.7, 4.6, -0.4, 3.8
O=C(COc1ccc(Nc2ccccc2)cc1)Nc1ccncc1
  -1.2, -6.8, 16.5, -4.6, 4.0, 15.2, 4.9, 2.3, 0.2, 20.1
COCCCNC(=O)/C(C#N)=c1\s/c(=C\c2ccccc2OC(F)F)c(=O)n1CCCOC
  9.6, -5.0, -0.9, 5.7, 2.9, 10.5, 2.4, -0.7, 2.1, -0.1
O=C(CSc1nnc(CNC(=O)c2ccc(F)cc2)o1)Nc1ccc2c(c1)OCO2
  1.9, 1.6, -0.7, -0.7, -0.9, 6.2, -0.6, -1.2, -1.7, 4.3

# Profiles as entered above. Order of values: GC-A act | TCR-CD3 inh | SIAE inh | NPR2 activator | PRMT1 FP inh | HTRA1 inhibitor | MBD2 inh | rCAG binder | UHRF1 MBD2 ctr | ABHD4 inh
# Results for NC(=O)CC(NC(=O)c1ccccc1)c1ccc(NC2CCC2)c([N+](=O)[O-])c1 (stereo unspecified) → -2.0 | 6.4 | 9.6 | 4.0 | -2.8 | 6.3 | -8.0 | 7.3 | -11.2 | 3.2
# Results for Cc1ccn2c(c1)nc(=O)c1cc(S(=O)(=O)N3CCOCC3)ccc12 → 3.8 | 0.3 | 1.2 | 0.1 | -3.7 | 5.6 | -0.4 | 2.0 | 0.9 | 2.7
# Results for O=C(COc1ccc(Nc2ccccc2)cc1)Nc1ccncc1 → -1.2 | -6.8 | 16.5 | -4.6 | 4.0 | 15.2 | 4.9 | 2.3 | 0.2 | 20.1
# Results for Cc1ccc(CNc2ncnc3ccc(-c4ccc(CO)o4)cc23)o1 → 1.5 | 8.1 | -0.2 | 5.7 | 24.7* | x | -2.8 | 28.7 | -2.4 | 9.5
# Results for O=C(CC1CS(=O)(=O)CC1CC(=O)Oc1ccccc1F)Oc1ccccc1F (stereo unspecified) → 6.8 | 4.1 | 1.8 | -1.4 | 2.0 | -1.4 | -0.6 | -5.2 | 1.9 | 5.8

# An excerpt of these results, as tab-separated lines.
SMILES	GC-A act	TCR-CD3 inh	SIAE inh	NPR2 activator	PRMT1 FP inh	HTRA1 inhibitor	MBD2 inh	rCAG binder	UHRF1 MBD2 ctr	ABHD4 inh
N#Cc1ccccc1OCCCNC1CCCC1	2.5	4.1	6.2	-4.8	-1.0	7.7	0.5	-1.6	1.1	0.7
Cc1ccc(-c2nnc(-n3nnc4ccccc43)c3ccccc23)cc1	-5.7	5.7	1.9	-11.4	-0.5	0.2	1.3	-0.4	-0.3	-1.8

# (further entries)
# Each structure is followed by: GC-A act, TCR-CD3 inh, SIAE inh, NPR2 activator, PRMT1 FP inh, HTRA1 inhibitor, MBD2 inh, rCAG binder, UHRF1 MBD2 ctr, ABHD4 inh
CCC(C)c1ccc(OCC(=O)NNC(=O)C2CCCCC2)cc1 (stereo unspecified)
  3.4, 4.5, -3.0, 3.3, 0.8, 1.0, -0.8, -6.0, -2.5, 1.4
COc1ccccc1CCNC(=O)C(=O)NCCC1CCCCN1S(=O)(=O)c1cccs1 (stereo unspecified)
  2.4, -3.5, 1.0, -1.2, 2.8, -12.6, 1.3, -5.0, 14.3, -3.3
COc1ccc(F)cc1S(=O)(=O)Nc1cccc(C(=O)O)c1
  -1.4, 8.7, -5.2, 2.4, -0.7, -0.8, -2.6, 2.5, 0.4, 11.5
Cc1c(NC(=O)CSc2ccc3ccccc3n2)c(=O)n(-c2ccccc2)n1C
  -1.4, 3.4, 3.2, 3.4, -3.9, 5.5, -0.6, 3.1, -2.2, 2.5
CCN(CC)c1ccc(/C=C2\CCC(/C=C(\C#N)C(=O)Nc3ccccc3F)=C2N2CCOCC2)cc1
  -27.6, -19.9, -60.6, -17.9, -2.9, -30.9, 1.4, 1.7, -0.2, -36.2
O=C(Nc1nc2ccccc2n1CCN1CCCCC1)c1ccco1
  3.5, 0.9, 3.6, 4.1, -2.3, -9.1, -7.9, -6.2, -3.1, -2.3
CC(C)(C)OC(=O)C(Oc1ccccc1[N+](=O)[O-])C(=O)OC(C)(C)C
  1.0, -6.1, 1.2, 0.6, 7.1, x, 3.3, -2.5, 1.3, -6.4
O=C(Nc1ccc(C(F)(F)F)cc1)OC1CC2CC1[C@H]1CCCCN1C2 (stereo partly specified)
  -2.8, x, -4.5, -1.1, -0.7, x, -0.5, 4.8, -2.4, 2.6
NC(=O)Nc1ccc(F)cc1
  2.2, -8.1, -2.4, 5.7, 0.2, 3.8, -2.2, -1.6, 1.7, -5.1
Cc1ccc2[nH]c(C(=O)N3CCN(C(c4ccccc4)c4ccccc4)CC3)cc2c1
  -4.8, 2.2, -1.3, 2.8, 0.3, -13.2, -2.2, 1.1, 2.5, 1.9
COc1ccc(-c2cc3ccc(O)cc3oc2=O)cc1
  14.8, 3.4, -4.6, -7.7, -1.0, -8.3, -5.4, 4.0, -6.6, -4.0
CC(=O)Nc1ccc(S(=O)(=O)N2CCSC2C(=O)O)cc1 (stereo unspecified)
  1.6, 1.4, 1.5, 0.7, -1.6, 1.2, -4.0, 0.2, -3.2, -1.1
O=C(C=Cc1ccco1)c1ccc([N+](=O)[O-])cc1
  0.5, 4.6, 10.3, -6.2, 23.4*, 1.9, 8.2, 34.0, 5.8, 37.4*
CCCCCC(=O)Nc1cccc(C2=NOC3(C2)C[C@H](C(N)=O)N(C(=O)COc2ccc(Cl)cc2)C3)c1 (stereo partly specified)
  -0.8, 6.8, -9.9, -5.8, -3.0, -22.8, -4.3, 4.8, 0.5, -14.4
CC1CN(c2ncnc3c2c(-c2ccccc2)cn3-c2ccc(F)cc2)CC(C)O1 (stereo unspecified)
  -15.8, 0.5, -0.2, -10.3, 3.1, -18.4, -1.3, -2.2, 3.5, -2.6
Cc1noc(C)c1CSCC(=O)Nc1nc2ccc(S(C)(=O)=O)cc2s1
  1.2, 1.7, -5.1, -8.3, 4.0, -1.0, 4.2, 4.6, 1.3, 5.4
O=c1nc2cccc3c2=c(/c1=C(\O)c1ccccc1)c1ccccc1c3=O
  7.7, 2.0, 10.1, 6.8, -0.5, 4.5, -4.7, 6.1, -2.9, 6.0
CC(C)(C)n1cnc2cc(NS(=O)(=O)c3ccc(Br)cc3)ccc21
  -2.6, -2.5, -5.7, -1.6, 1.1, -11.9, -0.6, 4.5, 2.0, -3.0

# Screens deposited in PubChem BioAssay by several laboratories.

# These rows are one share of the data, so the mix of outcomes need not match the whole.
